# LMPTP block = LMPTP (human) inhibition; inhibition, % at 20 µM; P24666; recombinant LMPTP-A, OMFP fluorogenic substrate, fluorescence intensity; hit rate 0.22% among 360,000;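 active = compounds that cut the enzyme signal by at least half of the control window in the single-dose screen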;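 also: plate controls were DMSO wells with enzyme plus substrate for no effect and substrate without enzyme for full effect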
# Target sequence (P24666 whole entry, looked up): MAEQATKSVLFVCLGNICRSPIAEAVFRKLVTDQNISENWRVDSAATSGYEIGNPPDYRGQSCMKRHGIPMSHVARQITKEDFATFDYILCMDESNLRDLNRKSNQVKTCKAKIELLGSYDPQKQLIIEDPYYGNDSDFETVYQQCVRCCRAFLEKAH
#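 Material: LMPTP-A; amount: 0.625 nM enzyme; doses: single 20 µM dose; times: reaction 50 min, room temperature, dark; technique: fluorescence intensity of OMFP turnover product; benchmarks: no-enzyme and uninhibited controls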
# CendR NRP1 mod = NRP-1/CendR interaction modulation. O14786. inhibition, % at 25 µM. hit rate 0.85% among 360,000. FAM-RPARPAR peptide binding to NRP-1, fluorescence polarization. AID 602438;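 active = inhibition or corrected inhibition above about 18%, plus a signal ratio from 0.5 to 1.5, limit read from the data, passing the limit was not always enough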; also: strong numbers were not always called active
# MsrA inhibitor = bovine MsrA inhibition. purified bovine MsrA, absorbance read-out. inhibition, % at 15.5 µM. hit rate 0.75% among 360,000; in the data active = inhibition above about 4.5%;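 also: 0% = vehicle wells with enzyme and 100% = reference inhibitor wells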
# bovine MsrA act = activators of bovine methionine sulfoxide reductase A. purified bovine MsrA, absorbance read-out. activation, % at 10.6 µM. hit rate 0.3% among 360,000; in the data active = activation above about 7.5%;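 also: 0% = vehicle and 100% = reference activator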
# STEP block = STEP (human) phosphatase inhibition; P54829; recombinant STEP, OMFP fluorogenic substrate, fluorescence; inhibition, % at 20 µM; hit rate 0.25% among 360,000;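 active = inhibition at 20 µM, scaled per plate between control wells, above about 37%, limit read from the data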;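 also: 0% = DMSO with enzyme and substrate and 100% = substrate only without enzyme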
# Target sequence (P54829 whole entry, looked up): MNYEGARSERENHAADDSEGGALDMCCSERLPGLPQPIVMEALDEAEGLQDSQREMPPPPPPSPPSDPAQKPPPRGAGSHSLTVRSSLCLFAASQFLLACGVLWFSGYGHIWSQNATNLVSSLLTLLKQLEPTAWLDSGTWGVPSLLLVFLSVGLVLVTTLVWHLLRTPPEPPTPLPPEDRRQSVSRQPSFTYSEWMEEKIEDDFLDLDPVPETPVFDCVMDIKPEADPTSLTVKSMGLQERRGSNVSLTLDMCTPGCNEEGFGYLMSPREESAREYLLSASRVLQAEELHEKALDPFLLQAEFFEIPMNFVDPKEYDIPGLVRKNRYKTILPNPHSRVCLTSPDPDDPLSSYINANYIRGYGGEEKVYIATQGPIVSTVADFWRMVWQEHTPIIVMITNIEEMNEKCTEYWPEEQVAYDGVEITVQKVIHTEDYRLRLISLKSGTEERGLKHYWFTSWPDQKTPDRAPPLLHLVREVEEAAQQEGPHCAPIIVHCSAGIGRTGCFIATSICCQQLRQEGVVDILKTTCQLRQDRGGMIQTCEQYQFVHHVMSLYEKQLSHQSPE
#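 System: STEP (striatal-enriched tyrosine phosphatase) enzyme, cell-free; medium: Bis-Tris pH 6.0 buffer with DTT, detergent; dosing: 20 µM, 1% DMSO; times: reaction 20 min, ambient temperature; detection: fluorescence, 480/540 nm; read-out basis: normalized % inhibition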
# Scp-1 inhibitor = blocks human Scp-1 phosphatase activity. Q9GZU7. AID 493091. hit rate 0.88% among 340,000. inhibition, % at 20 µM. Recombinant Scp1, phosphopeptide, malachite green phosphate absorbance;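 active = inhibition above about 50% at 20 µM, limit read from the data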;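 also: plate controls were DMSO wells with enzyme for no effect and wells lacking enzyme for full effect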
# Target sequence (Q9GZU7 76-261 limits assumed): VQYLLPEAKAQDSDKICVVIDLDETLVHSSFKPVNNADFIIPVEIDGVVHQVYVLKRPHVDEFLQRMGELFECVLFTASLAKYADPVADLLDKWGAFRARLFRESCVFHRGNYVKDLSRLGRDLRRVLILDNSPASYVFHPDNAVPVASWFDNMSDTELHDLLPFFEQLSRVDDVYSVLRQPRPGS
#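 Test system: SCP-1 catalytic domain; Buffer or medium: Acidic Tris acetate buffer with magnesium and detergent; Also added: Phosphorylated 17-residue peptide substrate; Compound: single 20 µM dose, 1% DMSO; Schedule: enzyme reaction 45 min at room temperature, colour 5 min, stabilisation 30 min; Signal: Phosphate-binding colour reagent, absorbance read at 630 nm.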
# TbMetRS inhib = Trypanosoma brucei MetRS inhibition. purified T. brucei MetRS, ATP depletion, Kinase-Glo luminescence. inhibition, % at 11.9 µM. hit rate 0.4% among 360,000. AID 624268;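 active = inhibition above a per-plate cutoff of the control wells' mean inhibition plus 3 SD, cut at about 5.5% in these data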;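 also: 0% = DMSO wells median and 100% = median of wells with control inhibitor compound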
#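 System: purified T. brucei MetRS enzyme / Detection: Kinase-Glo luciferase luminescence reporting remaining unconsumed ATP / Medium: HEPES buffer with MgCl2, KCl, DTT, spermine, BSA, pyrophosphatase / Replication: singlicate, one well per compound / Evaluation: percent inhibition relative to median high and low control wells / Schedule: 2 h aminoacylation at 25 °C after 15 min preincubation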
# SUMO1-SIM PPI = SUMO1-SIM interaction modulation. P63165. SUMO1 binding to a labelled peptide, TR-FRET, 1 h. inhibition, % at 20 µM. hit rate 0.33% among 360,000. AID 602429; in the data active = inhibition above about 37%
# Target sequence (P63165 whole entry, looked up): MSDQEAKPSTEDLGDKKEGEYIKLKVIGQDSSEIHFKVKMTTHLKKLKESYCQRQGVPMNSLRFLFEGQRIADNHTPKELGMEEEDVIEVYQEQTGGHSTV
# DNMT1 inh = DNMT1 (human) enzyme inhibition; P26358; DNMT1 molecular beacon, Hinp1I cleavage, fluorescence; inhibition (reported as % activation of signal), % at 10 µM; hit rate 0.83% among 360,000; AID 588458; in the data active = inhibition above about 50%
# E coli Lon inh = inhibitors of E. coli Lon protease. P0A9M0. purified E. coli Lon protease, fluorescence polarization. inhibition, % at 7.94 µM. hit rate 0.42% among 360,000; in the data active = inhibition above about 13%, passing the limit was not always enough;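 also: 0% = enzyme with probe and DMSO and 100% = no enzyme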
# Numbers without * were called inactive; nt = no result given. Not all compounds are listed; rates above refer to the full screens.
SMILES,LMPTP block,CendR NRP1 mod,MsrA inhibitor,bovine MsrA act,STEP block,Scp-1 inhibitor,TbMetRS inhib,SUMO1-SIM PPI,DNMT1 inh,E coli Lon inh
CCOc1ccc(NC(=O)c2ccc(NC(=O)COC(=O)Cc3ccccc3)cc2)cc1,5.9,-0.2,0.7,0.5,-1.4,16.1,0.5,0.0,34.8,1.2
COCCNC(=O)c1c(N)n(CCC(C)C)c2nc3ccccc3nc12,4.1,8.5,1.1,1.2,-3.4,2.2,0.5,-1.2,-11.7,3.2
O=C(C(Cc1ccccc1)NS(=O)(=O)c1ccc(F)cc1)N1CCC2(CC1)OCCO2 (centres undefined),-1.6,-10.2,-0.7,-3.4,-1.5,7.6,-0.8,-5.2,0.8,-14.8
Nc1c(C(=O)NCc2ccco2)c2nc3ccccc3nc2n1Cc1ccccc1,2.4,-16.0,-0.3,-5.0,-3.0,-1.8,-0.1,-5.7,-31.2,4.7
CC(=NCc1cccnc1)c1c(O)n(-c2ccccc2)c(=O)[nH]c1=O,-3.1,-10.5,-0.2,-1.8,-3.1,-6.5,-0.7,0.8,-1.4,0.1
Cc1ccc(CN2CCCN(Cc3ccccc3C)S2(=O)=O)cc1,4.3,8.2,-0.2,0.0,0.1,-15.9,-0.6,-5.8,6.9,-5.7
COc1cc2[nH]c(C(=O)N3CCC4(CC3)OCCO4)cc2c(OC)c1OC,3.0,5.4,-0.2,-12.7,-2.9,4.0,-1.5,3.7,1.5,5.2
O=C(CN1CCCCC1)c1ccccc1F,3.5,9.5,0.6,-13.6,0.4,-2.2,-1.5,1.4,11.8,1.6
CCC(=NCC1CCCO1)c1c(O)[nH]c(=O)[nH]c1=O (centres undefined),-1.4,21.9,0.3,-1.0,-3.4,1.1,0.0,1.8,-1.5,1.1
CN(C)CCCN=Cc1c(O)n(Cc2ccco2)c(=O)[nH]c1=O,-4.4,-11.4,2.3,1.2,1.3,3.6,0.4,0.2,0.3,4.1

# As a short view, 2 of the compounds above.
SMILES,LMPTP block,CendR NRP1 mod,MsrA inhibitor,bovine MsrA act,STEP block,Scp-1 inhibitor,TbMetRS inhib,SUMO1-SIM PPI,DNMT1 inh,E coli Lon inh
CCOc1ccc(NC(=O)c2ccc(NC(=O)COC(=O)Cc3ccccc3)cc2)cc1,5.9,-0.2,0.7,0.5,-1.4,16.1,0.5,0.0,34.8,1.2
COCCNC(=O)c1c(N)n(CCC(C)C)c2nc3ccccc3nc12,4.1,8.5,1.1,1.2,-3.4,2.2,0.5,-1.2,-11.7,3.2

# Next compounds follow.
SMILES,LMPTP block,CendR NRP1 mod,MsrA inhibitor,bovine MsrA act,STEP block,Scp-1 inhibitor,TbMetRS inhib,SUMO1-SIM PPI,DNMT1 inh,E coli Lon inh
CCn1cc(C(=O)N2CCOCC2)c2ccccc21,-1.5,-0.3,-0.2,-1.9,14.3,-7.1,-0.1,4.1,0.9,-0.9
COc1ccc2nc3oc(C(=O)N4CCC5(CC4)OCCO5)cc3cc2c1,-0.8,0.9,1.7,-7.8,-2.3,-4.0,-0.6,-17.2,0.0,-3.9
COC1=CC2C3Cc4ccc(OC)c(O)c4C2(CCN3C)CC1=O (centres undefined),-0.2,-1.6,0.1,-2.8,0.1,-5.0,0.2,-1.0,1.1,1.2
Nc1ccncc1Cl,0.0,1.2,-0.5,-8.4,-1.9,1.0,-1.7,-3.5,3.2,8.4
O=C1NCN(c2ccccc2)C12CCN(C(c1ccccc1OC(F)(F)F)c1nnnn1C1CCCCC1)CC2 (centres undefined),3.5,-6.3,0.2,-1.9,1.7,nt,-0.6,6.3,-29.9,4.2
N#CCCCCC#N,-1.8,2.4,-0.3,-1.0,1.2,4.2,0.7,0.2,-0.8,-10.4
O=c1c2ccccc2nc(CSc2ncnc3nc[nH]c23)n1-c1ccc(Cl)c(Cl)c1,-0.8,1.4,1.4,-3.1,-2.1,3.2,-0.5,3.8,0.4,-14.3
N[C@@H](Cc1c[nH]c2ccccc12)c1nnc(SCc2ccc(Cl)cc2)o1,-2.1,9.1,0.7,-9.5,-4.5,11.9,0.1,1.3,-8.2,-12.1
O=C1CC(=O)N(Cc2ccccc2)C(=O)N1CCCCCCN1C(=O)CC(=O)N(Cc2ccccc2)C1=O,30.1,-60.3,-1.2,-0.7,-0.4,-0.7,0.2,33.5,20.6,-162.6
COc1ccc(C2=CC(c3ccc(OC)c(OC)c3)c3c(c4ccccc4oc3=O)O2)cc1OC (centres undefined),2.3,-1.0,0.8,0.0,1.7,-15.2,-0.8,-7.3,-6.0,1.4
CCCCn1c(O)c(C(C)=Nc2ccc(OCC)cc2)c(=O)[nH]c1=O,0.9,7.5,-1.6,-0.4,1.1,-0.3,-0.5,-0.3,-2.0,-2.3
CN(C)C(=O)Oc1ccc(Br)c2ccccc12,-0.9,-7.6,0.5,-0.9,-0.9,-9.6,-0.2,-3.3,2.4,-3.3
c1cncc(CNC2CCCC2)c1,-3.5,9.7,2.1,1.1,-5.1,-3.3,-0.6,2.7,-0.7,0.5
CN(C=O)CP(=O)(O)CN(C)C=O,-1.7,-3.4,1.2,1.0,-1.7,-0.4,-1.3,-1.5,2.3,-5.2
CC(C)(C)OC(=O)c1c(N)n(Cc2ccco2)c2nc3ccccc3nc12,1.2,-31.7,1.4,-9.1,2.5,6.3,-1.0,8.1,-19.5,-14.0
CCCCNC(=O)c1c(N)n(Cc2ccc3c(c2)OCO3)c2nc3ccccc3nc12,6.1,-1.7,-0.5,-5.4,-1.6,2.1,4.0,63.6*,15.2,-9.3
CC(C)c1ccc(OCC(=O)N2CCCN(C)CC2)cc1,-1.0,28.1*,1.3,-2.5,0.8,-8.3,-0.3,4.9,-1.4,-6.1
COc1ccc(C(Nc2ccccc2)P(=O)(Oc2ccccc2)Oc2ccccc2)cc1 (centres undefined),2.2,-0.9,-1.2,-1.5,-1.7,-11.7,-0.2,1.2,-11.2,-5.6
CCOP(=S)(OCC)SCC(=O)NC(C(=O)O)C(C)C (centres undefined),-2.4,5.7,0.6,-1.2,2.0,2.5,0.5,4.4,3.1,3.3
COc1ccc(C=C2C(=O)N(C)C(=O)N(C)C2=O)cc1CSc1ccccn1,-1.6,8.3,-1.1,-10.8,0.6,3.0,-1.1,-0.2,0.0,-11.5
CN1C(=O)C(=Cc2ccccc2OCc2ccc(Cl)cc2)C(=O)N(C)C1=O,-1.1,5.1,0.2,-2.9,-0.6,-1.2,-0.3,2.6,1.7,-8.3
COc1ccc(C(O)(c2ccccc2)c2ccncc2)cc1 (centres undefined),-1.1,-1.7,0.2,-0.3,1.2,2.2,-0.6,1.9,2.4,1.6
CCCCn1nnnc1C(c1ccc(OC)cc1)N1CCC2(CC1)C(=O)NCN2c1ccccc1 (centres undefined),9.1,7.4,0.5,-6.7,16.3,nt,-1.5,8.7,2.1,2.5
Cc1cccc(-n2c(C)nc3cc(C(=O)N4CCC5(CC4)OCCO5)ccc32)c1,0.0,-15.0,-0.2,-2.5,0.6,0.2,-0.1,-4.0,12.3,3.2
CCOc1ccc(C(C)=O)cc1Cn1ccsc1=N,27.9,-6.7,0.9,1.4,-1.3,-12.3,-0.2,-45.1,-4.8,7.2
Cc1nc2sccc2c(=O)n1-c1ccccc1Cl,-0.5,8.4,-0.5,0.1,-2.9,-1.3,-1.0,-2.9,0.7,6.7
CC(=O)OC1=CC[C@H]2[C@@H]3CC[C@H]4C[C@H](OC(C)=O)[C@@H](OC(C)=O)C[C@]4(C)[C@H]3CC[C@]12C,2.0,-15.1,-0.4,-0.8,6.0,-4.3,-0.6,-0.2,1.4,-9.1
c1ccc2c(c1)CNCc1cnnn1-2,-1.5,0.0,1.8,-0.4,-0.8,8.2,-0.3,5.1,1.5,8.8
Cn1nccc1C(=O)N1CCC2(CC1)OCCO2,-1.6,19.7,-0.3,-0.1,1.1,-6.1,-0.5,-1.3,2.3,-11.6
CC(C)S(=O)(=O)N1Cc2ccccc2-n2nncc2C1,-1.1,4.3,-0.8,-2.6,-1.1,nt,-1.1,1.2,2.5,-3.8
CCn1c(NN=O)nc2ccccc21,4.2,-1.3,-0.5,-2.5,-0.1,12.3,0.5,-7.5,0.6,-6.1
CCSC(=O)N1CCCCCC1,0.3,-19.6,0.6,-9.7,-1.2,-6.3,-0.6,-4.0,-2.3,1.4
COc1ccccc1NC(=O)N1C[C@@H]2C[C@@H](C1)c1cccc(=O)n1C2,-1.3,3.6,1.2,-4.2,-4.0,12.2,-1.1,-1.1,1.8,8.0
O=C1N[C@@H](Cc2ccccc2)C(=O)N2[C@H]1C[C@H]1c3ccccc3N(OOSc3ccccc3)[C@H]12,0.6,16.4,-0.7,-2.0,-0.2,1.6,-0.4,3.2,2.7,1.0
CC1(C)C2CC=C(CN3CCC(O)CC3)C1C2 (centres undefined),-1.3,-13.2,-0.9,-6.0,0.0,-6.5,-0.6,-2.3,0.4,-3.1
CC(=O)N[C@@H]1CC[C@@]2(O)[C@H]3Cc4ccc(O)c5c4[C@@]2(CCN3CC2CC2)[C@@H]1O5,-0.2,-4.1,-0.2,0.3,0.0,-3.2,1.1,1.1,-2.0,-6.8
COc1ccc(-c2nn(CCC#N)cc2C(=O)Nc2ccccc2Br)cc1[N+](=O)[O-],1.5,-5.4,1.7,-3.8,-0.9,-9.0,-0.3,-5.3,-2.2,-4.0
COC(=O)C1=C(c2cc3ccccc3s2)C[C@@H]2CC[C@H]1N2C(=O)NCc1ccco1,-1.4,4.3,-0.6,-7.8,-0.9,-12.4,0.0,2.8,-0.5,-0.6

# By substructure: the entries above with an NH in an aromatic ring
SMILES,LMPTP block,CendR NRP1 mod,MsrA inhibitor,bovine MsrA act,STEP block,Scp-1 inhibitor,TbMetRS inhib,SUMO1-SIM PPI,DNMT1 inh,E coli Lon inh
CC(=NCc1cccnc1)c1c(O)n(-c2ccccc2)c(=O)[nH]c1=O,-3.1,-10.5,-0.2,-1.8,-3.1,-6.5,-0.7,0.8,-1.4,0.1
COc1cc2[nH]c(C(=O)N3CCC4(CC3)OCCO4)cc2c(OC)c1OC,3.0,5.4,-0.2,-12.7,-2.9,4.0,-1.5,3.7,1.5,5.2
CCC(=NCC1CCCO1)c1c(O)[nH]c(=O)[nH]c1=O (centres undefined),-1.4,21.9,0.3,-1.0,-3.4,1.1,0.0,1.8,-1.5,1.1
CN(C)CCCN=Cc1c(O)n(Cc2ccco2)c(=O)[nH]c1=O,-4.4,-11.4,2.3,1.2,1.3,3.6,0.4,0.2,0.3,4.1
O=c1c2ccccc2nc(CSc2ncnc3nc[nH]c23)n1-c1ccc(Cl)c(Cl)c1,-0.8,1.4,1.4,-3.1,-2.1,3.2,-0.5,3.8,0.4,-14.3
N[C@@H](Cc1c[nH]c2ccccc12)c1nnc(SCc2ccc(Cl)cc2)o1,-2.1,9.1,0.7,-9.5,-4.5,11.9,0.1,1.3,-8.2,-12.1
CCCCn1c(O)c(C(C)=Nc2ccc(OCC)cc2)c(=O)[nH]c1=O,0.9,7.5,-1.6,-0.4,1.1,-0.3,-0.5,-0.3,-2.0,-2.3
